Screens deposited in PubChem BioAssay by Columbia University Molecular Screening Center.
Htt clearance: mutant huntingtin protein clearance; HeLa Exon1htt(103Q)mCFP, aggregate imaging; zero = plate's median compound well; inhibition, % at 1.5 µM; hit rate 0.42% among 47,000; AID 853;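 active = inhibition of aggregate fluorescence above about 70%, also judged a hit by eye on the cell image, limit read from the data, passing the limit was not always enough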;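 also: cells exposed to compound for three days before fixation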
Htt clearance grain fraction: further read-out of Htt clearance, marked with its call; fraction fluorescence in grains; measured here: aggregate grain fluorescence fraction; hits give low values;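 scaled fraction of total cell fluorescence in grains with unit not stated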
An asterisk follows results filed as active. An excerpt; the hit share may differ from the screen's.

Htt clearance	Htt clearance grain fraction	structure
-8.4	31.7	Clc1ccc(CN2CCC(c3nc4ccc(Cl)cc4[nH]3)CC2)cc1
-54.5	30.2	CCC(C(=O)OCC(=O)Nc1c(C)n(C)n(-c2ccccc2)c1=O)c1ccccc1 (stereo not drawn)
16.3	28.6	O=C1c2ccncc2C(=O)N1C1CCCCC1
-20.9	43.9	CSc1nc2ccc3nc(NC(=O)c4cccs4)sc3c2s1
26.5	21	O=C(CCn1ccc2ccccc21)Nc1ccc(N2CCOCC2)cc1
-23.7	23.7	COc1cccc(N(C(=O)c2ccco2)C(C(=O)NC2CCCC2)c2cccnc2)c1 (stereo not drawn)
-33.5	29.2	CCC(=O)Nc1cc(C(F)(F)F)ccc1N1CCOCC1
4.1	17.9	CCOC(=O)N1CCN(C(=S)NC(C)(C)C)CC1
13.0	32	CCOC(=O)c1ccc(NC(=O)c2cccc(S(=O)(=O)N3CCOCC3)c2)cc1
15.5	15.8	O=C(CSc1nc(-c2ccco2)cc(C(F)(F)F)n1)Nc1ccccc1C(F)(F)F
-5.4	35.9	Cc1csc(NC(=O)C2CCC(C)(C(=O)O)C2(C)C)n1 (stereo not drawn)
41.8	11.3	Cc1nn(C)cc1CNC(=O)COc1ccc(Cl)cc1Cl
-17.4	36.1	CCc1ccccc1NC(=S)NC1CC2CCC(C1)N2Cc1ccco1 (stereo not drawn)
13.9	15.3	CC(=NCc1ccc2c(c1)OCO2)C1=C(O)c2ccccc2C1=O
6.1	27.5	Cc1ccc(C)c(C(=O)CSc2nnnn2-c2cccnc2)c1
52.9	8.4	Cc1ccc(S(=O)(=O)N(C)CC(=O)N2CCCC2)cc1
-81.9	37.2	O=C(CSc1nnc2ccccn12)Nc1ncc(Cl)cc1Cl
15.0	19.8	O=C(O)c1c(Cl)c(Cl)c(Cl)c(Cl)c1C(=O)N1CCCC1
3.8	29.6	Cc1cc(C)c2cc(CN(Cc3cccnc3)C(=O)c3ccc(F)cc3)c(Cl)nc2c1
-48.4	28.4	CC(=O)NC12CC3CC(C1)CC(C(=O)OCC(=O)Nc1ncc(Cl)cc1Cl)(C3)C2
31.2	13.6	CC1CCCCC1NC(=O)CSc1nnc(N)s1 (stereo not drawn)
1.4	33.3	O=C(Nc1ccc(F)cc1)N(Cc1nnc2n1CCCCC2)c1ccccc1
4.5	19.6	CC1CCCC(NC(=O)CSc2nnc(N)s2)C1C (stereo not drawn)
-50.4	58.4	CCCCCCC(=O)Nc1nc(C)c(-c2csc(Nc3ccccc3OC)n2)s1
6.1	19.2	CC(=O)Nc1ccc(C2Nc3ccccc3C(=O)N2C2CCCCC2)cc1 (stereo not drawn)
-9.3	33.6	CC1(C)CC(=O)C2=C(C1)NC(=O)CC2c1cc2c(cc1Br)OCO2 (stereo not drawn)
15.7	14.5	CCOc1cc(C)c(C(C)C)cc1S(=O)(=O)n1ccc(C)n1
45.8	21.8	CCOC(=O)c1c(NC(=O)CCCN2CCOCC2)sc2c1CC(C)(C)OC2
1.6	36.2	CC(C)C(=O)N(c1ccc(F)cc1)C1C=CS(=O)(=O)C1 (stereo not drawn)
-32.4	44	O=C(NCc1cccnc1)c1ccc(CS(=O)(=O)Cc2ccc(Cl)cc2)o1
30.0	11.2	O=C(NC1CCS(=O)(=O)C1)Oc1ccc(Cl)cc1 (stereo not drawn)
-22.1	23.5	CCOc1ccc(N(C)S(=O)(=O)c2ccc3[nH]cc(C(=O)NCC4CCCO4)c(=O)c3c2)cc1 (stereo not drawn)
9.5	32.2	COc1ccc(OC)c(NC(=O)C2C3CCC(C3=C(C)C)C2C(=O)O)c1 (stereo not drawn)
-74.5	31.1	Cc1cc(/C=N/n2cnnc2)c(C)n1-c1ccc(OCc2ccc(Cl)cc2)cc1
-115.3	73.6	[O-][N+]1=c2ccc(Nc3ccccc3)cc2=NC12CCCCC2
-23.4	22.2	Cc1cnc(NC(=O)CSc2nnc(Cc3ccccc3)o2)s1
1.6	21.1	CCc1ccc(NC(=O)NCCN2CCc3ccccc3C2)cc1
-57.8	64	COc1cc(-c2cc(OC)c3c(C)oc(C)c3c(=O)c2)ccc1O
31.7	13.1	CSc1nc(-c2ccc(Cl)cc2)nn1S(=O)(=O)c1ccccc1
30.2	25.7	Cc1ccc(C)c(Cc2c(C)nc3c(C(=O)N4CCOCC4)cnn3c2C)c1
-60.9	58.4	CCn1c(=O)cc(SCC(=O)NCc2ccc3c(c2)OCO3)c2ccccc21
-37.0	24.1	O=C(NCc1ccco1)c1nc2c(nnn2Cc2ccccc2Cl)c(=O)[nH]1
9.4	30.4	O=C(c1ccco1)N1CCN(C(c2cccs2)c2sc3ncnn3c2O)CC1 (stereo not drawn)
-26.4	45.4	COc1ccc(C(=O)c2no[n+]([O-])c2C(=O)c2ccc(OC)cc2)cc1
-2.8	29.4	Cc1cc(C)n2nc(SCC(=O)c3cc(C)n(-c4cc(C)on4)c3C)nc2n1
11.2	35.3	CSc1ccc(NC(=O)NCCN2CCc3ccccc3C2)cc1
-3.6	20.1	CCC(=O)Nc1nnc(C)s1
3.5	32.9	Cc1ccc(S(=O)(=O)NCCOCCNS(=O)(=O)c2ccc(C)cc2)cc1
2.8	18.7	O=C(CSc1nc(-c2ccco2)cc(C(F)(F)F)n1)N1CCN(c2ccc(Cl)cc2)CC1
25.3	25.3	N#Cc1nc(-c2cccs2)oc1NCc1ccc2c(c1)OCO2

More compounds.
Htt clearance	Htt clearance grain fraction	structure
-21.6	37.4	O=c1[nH]c2cc3c(cc2cc1CN(Cc1nnnn1C1CCCC1)C1CCCC1)OCCO3
22.0	26.1	COc1ccccc1-c1cc(C(=O)N/N=C/c2sccc2C)c2ccccc2n1
-4.0	20.6	CCOC(=O)c1sc2nc(CC(=O)OC)nc(NCCN(CC)CC)c2c1C
16.6	28.4	Clc1ccc(OCc2nn3c(-c4ccco4)nnc3s2)c(Cl)c1
41.2	23.2	Cc1cc(C)n(-c2nc(-c3cccc(Cl)c3)cs2)n1
4.2	20.6	CCNCC(O)COCC(O)CNCC (stereo not drawn)
35.3	23.8	CCCCCCn1c(NCC)nc2c1c(=O)n(C)c(=O)n2C
-1.9	18.1	c1ccc2nc3c(nc2c1)c1ccccc1n3CCN1CCOCC1
36.7	10.5	COc1ccc(OC)c(N/C(C)=C/C(=O)c2ccc(C)o2)c1
-11.9	41.5	COc1ccc(-c2nc(CS(=O)CC(=O)NCCCN3CC(C)CC(C)C3)c(C)o2)cc1OC (stereo not drawn)
29.3	13.5	CCOC(=O)C1CCN(C(=O)c2cn(CCOC)c(=O)c3c2c2ccccc2n3C)CC1
-26.0	58.3	CC1(C)Cc2noc(N)c2C(C)(C)N1OC(=O)c1cccs1
-24.1	45.6	CN1CC(=O)NC1=NC(=O)c1ccc(Cl)c(S(=O)(=O)N2CCCCCC2)c1
16.2	33.3	O=C(Nc1nc2ccc(F)cc2s1)C1CCCO1 (stereo not drawn)
-20.8	22.4	CCOC(=O)c1ccc(NC(=O)N2CC(C)OC(C)C2)cc1 (stereo not drawn)
-16.3	22.3	Cn1c(=O)c2c(nc(CN3CCN(C(=O)c4ccco4)CC3)n2Cc2ccc(F)cc2)n(C)c1=O
19.6	27.4	Cc1cc2oc(=O)c3c(c2cc1OCc1nn[nH]n1)CCCC3
62.2	14.6	CCn1c(SCC(=O)NC2CCCCC2)nnc1-c1cc2cccc(OC)c2o1
21.2	15.4	O=C(c1sc2ccccc2c1Cl)N(Cc1ccco1)C1CCS(=O)(=O)C1 (stereo not drawn)
-206.9	110	O=C(Nc1c(F)cc(F)cc1Br)c1cc(-c2ccc(O)cc2)on1
5.9	43.5	CC(C)(C)C1=Nn2c(nnc2C2CCCCC2)SC1
26.6	35.4	Cc1cccc(CC(=O)Nc2cc(C)c3c(=O)oc4ccccc4c3n2)c1
21.8	26.9	NC(=O)CCN(Cc1ccccc1)S(=O)(=O)c1ccccc1
58.1	7.35	Cc1cc2nc(CCN3CCOCC3)n(S(=O)(=O)c3ccc(C(C)(C)C)cc3)c2cc1C
-37.4	26.1	O=C(Nc1ccccc1F)c1cc2nc(C(F)F)cc(C(F)F)n2n1
-42.1	27.8	CCC(CC)NC(=O)Cc1ccccc1OC
-14.5	38.8	CCOC(=O)CSc1nnc(CNC(=O)c2ccc(OC)cc2OC)n1-c1ccc(OC)cc1
-11.4	23.3	Cc1nc2cc(C(=O)O)ccc2s1
48.7	24.8	Cc1ccc2oc(=O)c3cnn(CC(=O)NC4CCN(Cc5ccccc5)CC4)c3c2c1
6.2	15	CCOc1ccc2c(c1)C(C)=CC(C)(C)N2C(=O)Nc1ccccc1
-21.4	23.2	O=C(Nc1ccc(F)c(F)c1)c1ccc(F)c(S(=O)(=O)N2CCOCC2)c1
-17.7	49.5	Cc1cc2oc(=O)cc(CSc3nnc(C)n3N)c2cc1C(C)C
45.7	11.2	CCOC(=O)Cc1csc(NC(=O)c2cccnc2)n1
24.7	15.5	COc1ccc(N(C(=O)c2cccnc2)S(=O)(=O)c2ccc3c(c2)n(C)c(=O)n3C)cc1
-120.8	41.5	Cc1cnn(C(=O)c2oc3ccccc3c2C)c1
27.4	14.7	O=C(Nc1cnc2ccccc2c1)c1cccc(-n2cnnn2)c1
5.5	36.6	O=C(CSCc1ccc(Cl)cc1)Nc1nccs1
22.6	15.3	O=C(c1ccc(C#CC2(O)CCCCC2)cc1)N1CCOCC1
-18.1	48.1	CCOC(=O)C1=C(c2ccccc2)Nc2ncnn2C1c1ccccn1 (stereo not drawn)
38.8	12.1	CCOc1cc(/C=N\O)cc(Cl)c1OCC

The closing 2 entries of the part before open the next one:
Htt clearance	Htt clearance grain fraction	structure
-18.1	48.1	CCOC(=O)C1=C(c2ccccc2)Nc2ncnn2C1c1ccccn1 (stereo not drawn)
38.8	12.1	CCOc1cc(/C=N\O)cc(Cl)c1OCC
-27.4	42.7	CCOC(=O)CN1C(=O)COc2ccc(Cl)cc21
-16.6	22.8	CCOC(=O)c1nn(-c2cccc(Cl)c2)c2nc(CC(C)C)c(C#N)c(=O)n12
-12.2	23	O=C1C(NS(=O)(=O)c2cccs2)=C(N2CCN(c3ccccc3)CC2)C(=O)c2ccccc21
20.9	15.4	Cn1c(=O)oc2cc(S(=O)(=O)N3CCN(C(=O)c4ccco4)CC3)ccc21
20.3	16.1	O=C(NCCOC(=O)C1COc2ccccc2O1)c1cccnc1 (stereo not drawn)
2.3	16.8	COc1ccccc1NC(=O)N1CCN(c2ncccn2)CC1
15.3	16.2	Cc1cc(-c2ccc(Cl)cc2)n2nc(N)nc2n1
-7.8	41.1	COc1ccc(C(=O)N2CC=C(c3ccccc3)CC2)cc1S(=O)(=O)N1CCOCC1
22.6	30.6	O=C(CSc1ncnc2nc[nH]c12)c1ccccc1
-26.4	21.7	CNC(=O)c1cc2c(=O)n3cccc(C)c3nc2n(C(C)C)c1=N
27.6	27.1	COc1ccccc1N1CCN(C(=O)C2CCC(Cn3c(=S)[nH]c4ccccc4c3=O)CC2)CC1 (stereo not drawn)
18.5	37.7	Fc1cccc(Cl)c1Cn1nnc2c(NCc3ccccn3)ncnc21
25.4	14.7	C(=C\c1ccccc1)/CSc1nnc(-c2cnccn2)n1Cc1ccco1
-24.2	50.3	O=C(CN1C(=O)c2ccccc2S1(=O)=O)NCc1cccnc1
2.8	42.2	O=C(Nc1ccccc1N1CCN(C(=O)c2ccccc2)CC1)c1cc(Br)ccc1Cl
-10.5	44.5	CCN(CC)CCCn1c(C)cc2c(c1=O)C(c1cccc(Cl)c1)C(C#N)=C(N)O2 (stereo not drawn)
-9.8	48.5	Cc1nn(-c2cccc(Cl)c2)c2c1C(c1ccncc1)C(C#N)=C(N)O2 (stereo not drawn)
-47.6	30.2	Clc1ccc(Cl)c(Oc2ccc(Oc3nc(Cl)ccc3Cl)cc2)n1
-38.7	51	COc1cccc(-c2nc(CSCC(=O)NCC3CCCO3)c(C)o2)c1 (stereo not drawn)
28.6	30	COc1ccc(C(=O)n2nc(C)c(Br)c2C)cc1

Some of the entries so far, as a markdown table:
| Structure | Htt clearance | Htt clearance grain fraction |
| --- | --- | --- |
| O=C(CN1C(=O)c2ccccc2S1(=O)=O)NCc1cccnc1 | -24.2 | 50.3 |
| O=C(Nc1ccccc1N1CCN(C(=O)c2ccccc2)CC1)c1cc(Br)ccc1Cl | 2.8 | 42.2 |
| CCN(CC)CCCn1c(C)cc2c(c1=O)C(c1cccc(Cl)c1)C(C#N)=C(N)O2 (stereo not drawn) | -10.5 | 44.5 |

Other entries.
Htt clearance	Htt clearance grain fraction	structure
-77.4	33.3	Cc1ccc(-n2c(SCC(=O)Nc3ccc4c(c3)OCO4)nnc2-c2cccs2)cc1
-5.2	46.5	O=C(c1cc(-c2ccc(Cl)cc2)on1)N1CCOCC1
-29.9	56.1	CCOC(=O)CNC(=O)CSc1nnc(-c2ccccc2OC)n1CC
-19.0	46	COn1c(-c2ccccc2)nc2c1CCc1nonc1-2

Exported with tabs: entries from further up
compound	Htt clearance	Htt clearance grain fraction
CCCCCCC(=O)Nc1nc(C)c(-c2csc(Nc3ccccc3OC)n2)s1	-50.4	58.4
CC(C)C(=O)N(c1ccc(F)cc1)C1C=CS(=O)(=O)C1 (stereo not drawn)	1.6	36.2
Cc1cnn(C(=O)c2oc3ccccc3c2C)c1	-120.8	41.5
O=C(c1cc(-c2ccc(Cl)cc2)on1)N1CCOCC1	-5.2	46.5

Exported bar-delimited: part of the list above.
SMILES | Htt clearance | Htt clearance grain fraction
COc1ccc(OC)c(N/C(C)=C/C(=O)c2ccc(C)o2)c1 | 36.7 | 10.5
COc1ccc(-c2nc(CS(=O)CC(=O)NCCCN3CC(C)CC(C)C3)c(C)o2)cc1OC (stereo not drawn) | -11.9 | 41.5
